Compound activity deposited in PubChem by National Center for Advancing Translational Sciences (NCATS).
ATXN2 expr inh = ATXN2 expression inhibition. HEK-293 ATXN2-luciferase reporter, luminescence, 24 h. AID 1745845. Potency, µM (doses to about 57 µM), for the others: at the top dose activity change, negative = inhibition, actives largely listed as inhibitors. hit rate 0.72% among 360,000; further: potency means the concentration at half of the fitted maximal effect; on the % scale 0 is the no-effect control and ±100 the full control effect; nearly all actives have a fitted effect of over 55% in size
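qHTS (up to 57 uM final) was run with 24 h compound exposure of reporter cells at 37 °C. Each well was multiplexed: SteadyGlo luminescence measured ATXN2-luciferase expression after a fluorogenic Gly-Phe-AFC viability readout (25 uM final).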
A549 tox = counter-screen for Nrf2 inhibitors: cytotoxicity in A549 cells; A549 ARE-Fluc cells, CellTiter-Fluor viability, 18-24 h; AID 504648; Potency, µM (titrated, usually from 46 µM), for inactives: at the highest dose activity change, negative = cytotoxicity, hits mostly inhibitors; hit rate 0.16% among 390,000; further: potency means the concentration at half of the fitted maximal effect; on the % scale 0 is the no-effect control and ±100 the full control effect
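A549 ARE_Fluc cells in 5% FBS OPTI-MEM were exposed to compounds in concentration-response for 18-24 h at 37 deg C. Viability was read by CellTiter-Fluor fluorescence (Ex 405/Em 525) after 30 min, before the luciferase read.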
HepG2 viability = counter-screen for TGF-b inhibitors: cytotoxicity in HepG2 cells; HepG2 CAGA-GFP viability, ATP luminescence, 18 h; Potency, µM (series often up to 46.1 µM), inactives show at the highest dose activity change, negative = cytotoxicity, hits mostly cytotoxic; hit rate 0.76% among 410,000; AID 588856; further: potency means the concentration at half of the fitted maximal effect; some results filed as inactive show a strong effect at the top dose
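HepG2 CAGA-GFP cells (1000/well, DMEM with 1% FBS) received compound, then TGF-beta at 500 pg/mL final, and were incubated 18 hours at 37 degrees C. Viability was read by CellTiter-Glo luminescence. Media-only wells were set as complete cell-killing and DMSO as no toxicity.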
Nrf2 inh = inhibitors of Nrf2 signaling | A549 ARE-Fluc reporter, luciferase luminescence, 18-24 h | Potency, µM (series often up to 46 µM), inactives show at the top dose activity change, negative = inhibition, hits mostly inhibitors | hit rate 2.1% among 360,000 | AID 504444; further: potency means the concentration at half of the fitted maximal effect; on the % scale 0 is the no-effect control and ±100 the full control effect; nearly all actives have a fitted effect of over 60% in size
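Cells were seeded and rested 2 h, then exposed to compounds for 18-24 h. CellTiter-Fluor was read first as a viability measure. BugLite was added 15 min before the final luminescent read of ARE-luciferase activity in A549 cells.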
IL2 activator = activates IL-2 in a cell-based reporter assay. IL-2 activation reporter assay, cell-based qHTS; stimulated with anti-CD3/CD4/CD28 beads; in transgenic mouse T cells. AID 652025. activation, % (series mostly up to about 46 µM). hit rate 0.065% among 360,000; in the data active means activation above about 50%; inconclusive means mostly about 30% to 49%; further: 0% is about no effect
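EGFP and DsRed fluorescence is measured by plate cytometry in unstimulated transgenic mouse T cells exposed to compound for 60 minutes, then stimulated 18 hours at 37 degrees C with anti-CD3/anti-CD4 beads plus anti-CD28.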
Nrf2 ARE act = activates Nrf2 signaling | AREc32 ARE-luciferase reporter (MCF7-derived line), luminescence, 24 h | Potency, µM (top dose mostly 46.1 µM), for inactives: top-dose activation, hits mostly activators | hit rate 0.31% among 410,000 | AID 624171; further: potency means the concentration at half of the fitted maximal effect; % of control where 0% means no effect; nearly all actives have a fitted effect of over 65% in size
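AREc32_Fluc, 1000 cells/well, OPTI-MEM + 5% FBS, o/n 37 deg C 5% CO2; 23 nL cpd by pin tool, 24 hr; Steady-Glo 30 min RT, luminescence.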
ATXN viability = viability counter-screen for ATXN expression inhibitors. S2 cells (HEK-293 line with an ATXN2-luciferase reporter) viability, CellTiter-Fluor protease fluorescence, 24 h. Potency, µM (series often up to 56.7 µM), actives largely listed as cytotoxic. hit rate 0.49% among 400,000. AID 651635; further: potency means the concentration at half of the fitted maximal effect; nearly all actives have a fitted effect of over 40% in size
TGFb inhibitor = inhibitors of TGF-b signaling | HepG2 CAGA-GFP TGF-b/SMAD3 reporter, GFP fluorescence, 18 h; TGF-beta stimulated, 500 pg/mL final | hit rate 1.2% among 410,000 | Potency, µM (top dose mostly 46.1 µM), for inactives: at the highest dose activity, negative = inhibition, actives largely listed as inhibitors; further: potency means the concentration at half of the fitted maximal effect; on the % scale 0 is the no-effect control and ±100 the full control effect; nearly all actives have a fitted effect of over 65% in size
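GFP signal (ex488/em500-530) from TGF-beta-stimulated HEPG2 CAGA-GFP cells, 500 pg/mL final, 18 h at 37 degrees C in DMEM plus 1% FBS, normalized to unstimulated and DMSO-stimulated controls.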
EPAC2 ag = EPAC2 (human) agonism; Q8WZA2; EPAC2 activation, biochemical qHTS; response scale: 100% = 6.5 mM cAMP response; Potency, µM (top dose mostly 154 µM), without a hit: top-dose activation, actives largely listed as activators; hit rate 0.079% among 360,000; AID 720711; further: potency means the concentration at half of the fitted maximal effect; nearly all actives have a fitted effect of over 50% in size
Target sequence (Q8WZA2 whole entry, looked up): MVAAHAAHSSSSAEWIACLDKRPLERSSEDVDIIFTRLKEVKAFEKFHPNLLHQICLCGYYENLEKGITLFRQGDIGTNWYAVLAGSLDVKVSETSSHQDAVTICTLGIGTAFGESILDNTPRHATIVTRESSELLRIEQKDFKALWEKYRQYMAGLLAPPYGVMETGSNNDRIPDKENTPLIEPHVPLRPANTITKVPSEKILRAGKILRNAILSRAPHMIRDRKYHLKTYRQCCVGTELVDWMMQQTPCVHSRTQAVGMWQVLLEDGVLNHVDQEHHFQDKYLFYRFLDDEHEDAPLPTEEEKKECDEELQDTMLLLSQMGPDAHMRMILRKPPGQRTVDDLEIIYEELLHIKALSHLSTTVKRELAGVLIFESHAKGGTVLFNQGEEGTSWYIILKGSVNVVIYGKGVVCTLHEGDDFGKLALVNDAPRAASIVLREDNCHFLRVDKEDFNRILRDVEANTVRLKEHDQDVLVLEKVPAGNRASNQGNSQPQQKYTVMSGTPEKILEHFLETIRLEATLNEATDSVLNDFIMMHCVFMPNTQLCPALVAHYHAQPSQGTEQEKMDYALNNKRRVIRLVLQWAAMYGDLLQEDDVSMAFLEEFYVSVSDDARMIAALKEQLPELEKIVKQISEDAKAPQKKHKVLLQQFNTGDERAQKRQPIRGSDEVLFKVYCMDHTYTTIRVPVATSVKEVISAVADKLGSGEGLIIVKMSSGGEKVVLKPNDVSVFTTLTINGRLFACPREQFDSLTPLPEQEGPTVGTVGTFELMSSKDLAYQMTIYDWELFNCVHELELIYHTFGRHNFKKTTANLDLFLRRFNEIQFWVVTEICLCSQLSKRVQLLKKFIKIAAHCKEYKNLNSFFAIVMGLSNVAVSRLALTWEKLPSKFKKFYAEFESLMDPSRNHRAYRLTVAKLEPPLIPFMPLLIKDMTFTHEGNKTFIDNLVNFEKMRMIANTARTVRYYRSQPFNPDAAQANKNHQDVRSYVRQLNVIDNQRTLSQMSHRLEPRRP
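Fluorescence exchange assay: 100 nM EPAC2 with 250 nM RAP1B-BODIPY-GDP and 50 uM GDP; compounds tested as a concentration-titration series (qHTS). Loss of Rap1-bound BODIPY-GDP fluorescence read at 480/540 nm; data normalized to 6.5 mM cAMP.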
* hit, by the source's call; & = joins results of further samples; [ ] = dose if it differs, or a comment. Unless noted, the call rests on the fitted dose curve; in most records, active means well fitted curve in the direction sought with a large enough effect; inconclusive means small, poorly fitted or top-dose-only effect, or another doubt; inactive means no such curve, though single readings can be large; an effect the other way counts as inactive or inconclusive.

For Cc1ccnc(NS(=O)(=O)c2ccc(NS(=O)(=O)c3ccc(Br)cc3)cc2)n1 the results were A549 tox 1%, HepG2 viability -1%, Nrf2 inh 11%, IL2 activator 0.5, Nrf2 ARE act -0.5%, ATXN viability inactive, TGFb inhibitor -13% and EPAC2 ag 3%.
For CC(C)C[C@H](NC(=O)[C@H](Cc1ccccc1)n1c(=O)[nH]c2ccccc2c1=O)C(=O)N1CCC(C(=O)O)CC1 the results were ATXN2 expr inh -3%, A549 tox 2%, HepG2 viability -7%, Nrf2 inh -1%, IL2 activator 0.3, Nrf2 ARE act 0.2%, ATXN viability inactive, TGFb inhibitor -24% and EPAC2 ag 4%.
`COCC(=O)N1C[C@H]2CON(C)[C@H]2C[C@H]1c1cccc(-c2ccccc2OC)c1` gave ATXN2 expr inh 10%, HepG2 viability -2%, IL2 activator -3.8, Nrf2 ARE act -0.3%, ATXN viability inactive, TGFb inhibitor -9% and EPAC2 ag 17%.
For Cc1ccccc1C1c2[nH]c3ccccc3c2CCN1CCCn1cccn1 (stereo not given) the results were ATXN2 expr inh inconclusive, A549 tox 2%, HepG2 viability -8%, Nrf2 inh inconclusive, IL2 activator -0.2, Nrf2 ARE act 4.0%, ATXN viability inactive, TGFb inhibitor -9% and EPAC2 ag inconclusive.
CCN(CC)CCCN=Cc1c(O)n(Cc2ccccc2)c(=O)c2ccccc12 was read as ATXN2 expr inh -4%, A549 tox -5%, HepG2 viability -31%, IL2 activator -0.4, Nrf2 ARE act 0.1%, ATXN viability inconclusive, TGFb inhibitor -11% and EPAC2 ag -11%.
`Cc1noc(C(=O)Nc2c(C)n(C)n(-c3ccccc3)c2=O)c1Cl` gave ATXN2 expr inh -1%, A549 tox -5%, HepG2 viability -12%, Nrf2 inh 4%, IL2 activator -3.0, Nrf2 ARE act -1.1%, ATXN viability inactive, TGFb inhibitor -3% and EPAC2 ag 7%.
CC1CCCCN1CCNC(=O)CC1Oc2ccccc2NC1=O (stereo not given) was read as ATXN2 expr inh -3%, A549 tox -2%, HepG2 viability 23%, Nrf2 inh -14%, IL2 activator -2.0, Nrf2 ARE act -1.3%, ATXN viability inactive, TGFb inhibitor -5% and EPAC2 ag 6%.
`O=C(Nc1cnn(Cc2ccc(Cl)cc2)c1)c1cnccn1` gave ATXN2 expr inh 3%, A549 tox 21%, HepG2 viability -25%, Nrf2 inh 2%, IL2 activator -1.3, Nrf2 ARE act 0.1%, ATXN viability inactive, TGFb inhibitor 18% and EPAC2 ag 4%.
Cc1ccc(CN(C(=O)COc2ccc(C)c(C)c2)C2CCS(=O)(=O)C2)o1 (stereo not given) was read as ATXN2 expr inh 1%, A549 tox -6%&0%, HepG2 viability 1%&-41%, Nrf2 inh 8%&-1%, IL2 activator inconclusive, Nrf2 ARE act 0.3%&1.0%, ATXN viability inactive, TGFb inhibitor 11% and EPAC2 ag 6%.
`Cn1c(NC(=O)Cc2cccs2)cc(=O)n(C)c1=O` gave ATXN2 expr inh 0%, A549 tox -4%, HepG2 viability -7%, Nrf2 inh -7%, IL2 activator -1.2, Nrf2 ARE act 4.9%, ATXN viability inactive, TGFb inhibitor -16% and EPAC2 ag 5%.
`COc1ccccc1/C=C/C(=O)NCC(=O)N/N=C/c1ccccc1` gave ATXN2 expr inh -4%, A549 tox 1%, HepG2 viability -4%, Nrf2 inh -15%, IL2 activator 0.1, Nrf2 ARE act 3.6%, ATXN viability inactive, TGFb inhibitor 2% and EPAC2 ag 8%.
For CCOC(=O)c1c(C)oc2cc(Br)c(OCC(N)=O)cc12 the results were ATXN2 expr inh -3%, A549 tox -4%, HepG2 viability -13%, Nrf2 inh -3%, IL2 activator -2.6, Nrf2 ARE act -0.3%, ATXN viability inactive, TGFb inhibitor 1% and EPAC2 ag 2%.
For Cc1c(CCC(=O)NCCCC(=O)O)c(=O)oc2cc3oc4c(c3cc12)CCCC4 the results were A549 tox -12%, HepG2 viability -23%, Nrf2 inh inconclusive, IL2 activator 0.9, Nrf2 ARE act -2.4%, ATXN viability inactive, TGFb inhibitor 6% and EPAC2 ag 4%.
`COC(=O)c1cccc(NC(=O)Cc2ccccc2[N+](=O)[O-])c1C` gave ATXN2 expr inh 0%, A549 tox -1%, HepG2 viability 1%, Nrf2 inh 3%, IL2 activator 1.2, Nrf2 ARE act 0.5%, ATXN viability inactive, TGFb inhibitor 5% and EPAC2 ag -1%.
For Cc1ccc2sc(NNC(=O)C3COc4ccccc4O3)nc2c1C (stereo not given) the results were ATXN2 expr inh -19%, A549 tox 4%, HepG2 viability -26%, Nrf2 inh 16%, IL2 activator -1.9, Nrf2 ARE act 9.3%, ATXN viability inactive, TGFb inhibitor -19% and EPAC2 ag 9%.
`COc1ccc(-n2c(=O)/c(=C\c3cccs3)s/c2=C(/C#N)C(=O)NCCN2CCOCC2)cc1` gave ATXN2 expr inh 12%, A549 tox 2%, HepG2 viability 24%, Nrf2 inh 2%, IL2 activator 137*, Nrf2 ARE act -0.4%, TGFb inhibitor 6% and EPAC2 ag -16%.
Screening COCCCNC(=O)C(C#N)c1nc2ccccc2nc1N1CCCC1 (stereo not given) returned ATXN2 expr inh -7%, A549 tox inconclusive, HepG2 viability 0%, Nrf2 inh 5%, IL2 activator 3.0, Nrf2 ARE act -0.7%, ATXN viability inactive and EPAC2 ag -63%[inhibitor].
`CCCCn1nnnc1C(CC)N1CCN(C/C=C/c2ccccc2)CC1` (stereo not given) gave ATXN2 expr inh -14%, HepG2 viability -35%, IL2 activator -0.6, Nrf2 ARE act 3.4%, ATXN viability inactive, TGFb inhibitor -33% and EPAC2 ag 2%.
For COc1cccc(NC(=O)C2CCCN2C(=O)NC2CCCCC2)c1 (stereo not given) the results were ATXN2 expr inh 6%, A549 tox -1%, HepG2 viability 18%, Nrf2 inh -7%, IL2 activator -0.7, Nrf2 ARE act -0.4%, ATXN viability inconclusive, TGFb inhibitor 28% and EPAC2 ag 1%.
Screening COc1ccccc1-c1ccc([C@@H]2C[C@H]3[C@H](CON3C)CN2C(=O)c2ccco2)cc1 returned ATXN2 expr inh -4%, HepG2 viability -23%, IL2 activator 0.8, Nrf2 ARE act 0.5%, ATXN viability inactive, TGFb inhibitor -8% and EPAC2 ag 13%.
Screening COC(=O)NCc1cccc(CNC(=O)OC)c1 returned ATXN2 expr inh 8%, A549 tox 6%, HepG2 viability 6%, Nrf2 inh 0%, IL2 activator -0.2, Nrf2 ARE act 0.1%, ATXN viability inactive, TGFb inhibitor 10% and EPAC2 ag -1%[15.6 µM].
Screening O=C(CSc1nc(-c2ccco2)cc(C(F)(F)F)n1)NN1CCOCC1 returned ATXN2 expr inh -10%, A549 tox 0%, HepG2 viability 1%, Nrf2 inh inconclusive, IL2 activator 0.2, Nrf2 ARE act -0.1%, ATXN viability inactive, TGFb inhibitor 10% and EPAC2 ag 3%.
Screening COc1cccc(CNS(=O)(=O)c2ccc(N3CCCCS3(=O)=O)cc2)c1 returned ATXN2 expr inh -19%, A549 tox 1%, HepG2 viability -21%, Nrf2 ARE act -0.2%, ATXN viability inactive and TGFb inhibitor inconclusive.
Cc1cc(=O)oc2cc(Oc3ccc([N+](=O)[O-])cc3[N+](=O)[O-])ccc12 was read as ATXN2 expr inh 1%, A549 tox -7%, HepG2 viability -3%, Nrf2 inh -7%, IL2 activator -4.2, Nrf2 ARE act 5.9%, ATXN viability inconclusive, TGFb inhibitor 3% and EPAC2 ag 8%.
For Cc1ccc(-c2cc(C(F)(F)F)n3nc(C(=O)Nc4ccc(C#N)cc4)cc3n2)cc1 the results were ATXN2 expr inh -6%, A549 tox -5%, HepG2 viability -32%, Nrf2 inh -4%, Nrf2 ARE act -0.9%, ATXN viability inactive and TGFb inhibitor 1%.
O=C(Cc1ccccc1)Nc1cccc(N2C(=O)C=CC2=O)c1 was read as ATXN2 expr inh 47%[activator], A549 tox -12%, HepG2 viability -60%, Nrf2 inh inconclusive, IL2 activator -0.7, Nrf2 ARE act 20%, ATXN viability inactive, TGFb inhibitor inconclusive and EPAC2 ag 1%.
Screening COC(=O)Cn1ccc2cc(S(=O)(=O)N3CCCCC3)ccc21 returned ATXN2 expr inh 4%&6%, A549 tox 4%&-2%, HepG2 viability 3%&-24%, Nrf2 inh 13%&32%, IL2 activator 1.6, Nrf2 ARE act -0.1%&-1.2%, ATXN viability inactive, TGFb inhibitor inconclusive and EPAC2 ag -6%.
O=C(CSc1nc2ccc([N+](=O)[O-])cc2s1)NCC1CCCO1 (stereo not given) was read as ATXN2 expr inh 25%, A549 tox -10%, HepG2 viability 0%, Nrf2 inh inconclusive, IL2 activator -0.7, Nrf2 ARE act 5.2%, ATXN viability inactive, TGFb inhibitor 6% and EPAC2 ag -3%.

Structures listed so far that contain a COOH group (two):
For CC(C)C[C@H](NC(=O)[C@H](Cc1ccccc1)n1c(=O)[nH]c2ccccc2c1=O)C(=O)N1CCC(C(=O)O)CC1 the results were ATXN2 expr inh -3%, A549 tox 2%, HepG2 viability -7%, Nrf2 inh -1%, IL2 activator 0.3, Nrf2 ARE act 0.2%, ATXN viability inactive, TGFb inhibitor -24% and EPAC2 ag 4%.
For Cc1c(CCC(=O)NCCCC(=O)O)c(=O)oc2cc3oc4c(c3cc12)CCCC4 the results were A549 tox -12%, HepG2 viability -23%, Nrf2 inh inconclusive, IL2 activator 0.9, Nrf2 ARE act -2.4%, ATXN viability inactive, TGFb inhibitor 6% and EPAC2 ag 4%.
